Compound activity: PubChem BioAssay, National Center for Advancing Translational Sciences (NCATS)
MBNL1 CUG block – MBNL1-poly(CUG) RNA binding inhibition | Q9NR56 | TR-FRET MBNL1-His/biotin-(CUG)12 binding, 665/545 ratio | Potency, µM (top dose mostly 57.5 µM), for inactives: at the highest dose activity change, negative = inhibition, usual class: inhibitors | 280,000 compounds, 0.036% hits; active means well fitted inhibition curve with a large enough effect in the signal ratio, with a control signal flat, not every such curve was filed as active; inconclusive means small, poorly fitted or top-dose-only effect, or effect the other way, or a change in a side signal; inactive means no such curve, though single readings can be large or run the other way; the % refers to the signal ratio; further: potency means the concentration at half of the fitted maximal effect; on the % scale 0 is the no-effect control and ±100 the full control effect
Target sequence (Q9NR56 whole entry, looked up): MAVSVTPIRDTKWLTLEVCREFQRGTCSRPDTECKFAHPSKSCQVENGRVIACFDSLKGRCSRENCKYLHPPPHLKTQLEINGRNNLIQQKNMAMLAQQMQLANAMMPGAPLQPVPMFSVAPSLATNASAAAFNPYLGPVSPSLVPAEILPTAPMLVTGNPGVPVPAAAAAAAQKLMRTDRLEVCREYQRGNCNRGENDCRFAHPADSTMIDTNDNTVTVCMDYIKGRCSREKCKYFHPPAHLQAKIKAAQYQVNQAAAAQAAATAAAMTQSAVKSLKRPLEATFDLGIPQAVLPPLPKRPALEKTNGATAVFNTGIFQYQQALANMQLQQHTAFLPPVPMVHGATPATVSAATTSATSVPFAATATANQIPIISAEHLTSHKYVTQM
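His-tagged MBNL1 binding to biotinylated (CUG)12 RNA was measured by TR-FRET using terbium anti-His antibody (0.055 ng/ul final) and streptavidin-XL665 (5 nM final). Compounds were titrated 92 nM to 58 uM; 60 min at room temperature.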
GALK inhibitor – inhibitors of human galactokinase | Potency, µM (highest dose often 57.5 µM), for the others: at the highest dose activity change, negative = inhibition, hits mostly inhibitors | Purified GALK, Kinase-Glo residual ATP luminescence | 270,000 compounds, 0.007% hits | P51570 | AID 1868; further: potency means the concentration at half of the fitted maximal effect; on the % scale 0 is the no-effect control and ±100 the full control effect
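Kinase-Glo Plus luminescence measured ATP left after a 1 h room-temperature reaction. The reaction used 5 nM GALK, 100 uM galactose and 35 uM ATP at pH 8.0 (20 mM HEPES, 5 mM MgCl2, 60 mM NaCl, 1 mM DTT, 0.01% BSA).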
PKM2 activator – activators of human pyruvate kinase M2 | P14618 | Potency, µM (top dose mostly 57.5 µM), for the others: at the highest dose activation, most hits filed as activators | 260,000 compounds, 0.34% hits | purified PKM2, Kinase-Glo ATP luminescence, activation; response scale: 0% is enzyme alone, no compound; further: potency means the concentration at half of the fitted maximal effect; on the % scale 0 is the no-effect control and ±100 the full control effect; nearly all actives have a fitted effect of over 55% in size
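hPK-M2, >95% pure; 0.1 mM ADP / 0.5 mM PEP final; imidazole pH7.2 buffer w/ 7 mM MgCl2, 50 mM KCl; 1 h RT; Kinase-Glo lum. Intermediate enzyme activity for dual inhibitor/activator qHTS.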
hERG WT inh – blocks the wildtype human KCNH2 potassium channel. AID 720551. Q12809. activity change, % at 1.84 µM. U2OS, BacMam KCNH2, thallium flux FluxOr; active compounds read low. 340,000 compounds, 0.37% hits;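 active means maximum activity change below -70%; inconclusive means maximum activity change between -70% and -50%; inactive means maximum activity change above -50%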; further: on the % scale 0 is the no-effect control and ±100 the full control effect
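U2OS cells were transduced with wild-type KCNH2 virus (2.03 x 10^8 / mL) for 4 h at room temperature, then cultured overnight at 37 C. Thallium flux was read with FluxOr dye. Rate constants were normalized to DMSO controls.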
ASM inhibitor – human S-ASM enzyme inhibition | P17405 | placental ASM, HMU-PC fluorogenic substrate, 60 min | Potency, µM (series often up to 57.5 µM), without a hit: top-dose activity change, negative = inhibition, most hits filed as inhibitors | 340,000 compounds, 0.006% hits; further: potency means the concentration at half of the fitted maximal effect
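Human placenta-derived ASM preincubated with compound 10 min at room temperature, then reacted with 9 uM (final) fluorogenic HMU-PC substrate for 60 min at 37 C. Stop solution raises pH to 10; fluorescence read at Ex 386/Em 447 nm.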
BCR signal inh – inhibitors of chronic active B-cell receptor signaling; ABC-DLBCL IkBa-CBG/CBR reporter, luminescence ratio, 4 h; Potency, µM (doses to about 46.1 µM), for inactives: at the highest dose ratio change, negative = lower green/red ratio, most hits filed as inhibitors; 340,000 compounds, 0.05% hits; AID 493014; active means well fitted inhibition curve with a large enough effect in the signal ratio, with a control signal flat, not every such curve was filed as active; inconclusive means small, poorly fitted or top-dose-only effect, or effect the other way, or a change in a side signal; the % refers to the signal ratio;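 further: potency means the concentration at half of the fitted maximal effect; plate controls were basal doxycycline-induced cells for no effect and cells given 10 µM MG132 for full effect; MG132 reads +100%, hits lower the ratio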
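TMD8 ABC-DLBCL cells carrying doxycycline-inducible green luciferase fused to IkappaBalpha plus unfused red luciferase were exposed to compounds (up to 46 uM) for 4 hrs at 37C. Activity came from the overlap-corrected green/red luminescence ratio.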
Mito fusion yeast – mitochondrial division inhibition or fusion activation; S. cerevisiae fusion-defective mutant growth rescue, CellTiterGlo 48 h; Potency, µM (doses to about 46.1 µM), for inactives: at the top dose growth rescue (activation), most hits filed as activators; 320,000 compounds, 0.23% hits;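 further: potency means the concentration at half of the fitted maximal effect; % of control where 0% means no effect; nearly all actives have a fitted effect of over 45% in size; temperature-sensitive fusion mutants such as fzo1-1 at 37 °C on non-fermentable ethanol glycerol medium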
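Growth-rescue viability read-out: after 48 h at the non-permissive 37C in glycerol/ethanol YPEG, yeast mitochondrial fusion mutants are measured by CellTiterGlo luminescence; compounds (23 nl pinned per well) restoring growth score as division inhibitors or fusion activators.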
TSHR antag – human thyrotropin receptor antagonism; AID 504810; 330,000 compounds, 0.2% hits; TSHR-expressing cells, TSH-stimulated cAMP HTRF, 2 h; active compounds read low; P16473; activity change, negative = inhibition, % at 11.5 µM;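 active means activity change below a set negative limit, meaning inhibition stronger than a set level, cut at about -70% in these data; inconclusive means activity change between two set negative limits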; further: on the % scale 0 is the no-effect control and ±100 the full control effect
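TSHR-expressing cells were treated with compounds, then stimulated with TSH at EC80 (4nM final) for 2 hours at 37 deg C. Cellular cAMP was measured by HTRF competition between lysate cAMP and cAMP-d2 for a cryptate-labelled anti-cAMP antibody.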
Menin-MLL TR inh – displaces Texas Red mutant MLL peptide from human menin. O00255. Menin + Texas Red MLL mutant peptide, fluorescence polarization. Potency, µM (doses to about 61.6 µM), without a hit: at the highest dose FP activity change, negative = inhibition, usual class: inhibitors. 270,000 compounds, 0.23% hits. AID 1768; active means well fitted inhibition curve with a large enough effect in the polarisation, with a control signal flat, not every such curve was filed as active; inconclusive means small, poorly fitted or top-dose-only effect, or effect the other way, or a change in a side signal; inactive means no such curve, though single readings can be large or run the other way; the % refers to the polarisation; further: potency means the concentration at half of the fitted maximal effect; % of control where 0% means no effect; many of its hits are not listed in these tables
USP2a inh – inhibitors of human ubiquitin-specific protease USP2a | 330,000 compounds, 0.01% hits | Potency, µM (top dose mostly 38.3 µM), for the others: at the highest dose activity change, negative = inhibition, usual class: inhibitors | USP2 core, Ub-CHOP2 coupled fluorogenic reporter, 485/531 | O75604;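 further: potency means the concentration at half of the fitted maximal effect; plate controls were DMSO wells for no effect and full inhibition by NEM control for full effect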
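Deubiquitinase activity read as fluorescence (485/531 nm) after Ub-CHOP2 cleavage activates the enterokinase reporter on its substrate; USP2 core 10nM, Ub-CHOP2 and substrate 25nM each, 30min compound preincubation then 60min RT; data normalized to NEM, curves fitted.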
Eya2 phos inh – blocks the phosphatase activity of human Eya2 | O00167 | recombinant Eya2, OMFP fluorescence dephosphorylation (OMFP is methylfluorescein phosphate) | Potency, µM (doses to about 76.9 µM), inactives show at the highest dose activity, negative = inhibition, most hits filed as inhibitors | 330,000 compounds, 0.006% hits | AID 488837; further: potency means the concentration at half of the fitted maximal effect; on the % scale 0 is the no-effect control and ±100 the full control effect
Target sequence (O00167 whole entry, looked up): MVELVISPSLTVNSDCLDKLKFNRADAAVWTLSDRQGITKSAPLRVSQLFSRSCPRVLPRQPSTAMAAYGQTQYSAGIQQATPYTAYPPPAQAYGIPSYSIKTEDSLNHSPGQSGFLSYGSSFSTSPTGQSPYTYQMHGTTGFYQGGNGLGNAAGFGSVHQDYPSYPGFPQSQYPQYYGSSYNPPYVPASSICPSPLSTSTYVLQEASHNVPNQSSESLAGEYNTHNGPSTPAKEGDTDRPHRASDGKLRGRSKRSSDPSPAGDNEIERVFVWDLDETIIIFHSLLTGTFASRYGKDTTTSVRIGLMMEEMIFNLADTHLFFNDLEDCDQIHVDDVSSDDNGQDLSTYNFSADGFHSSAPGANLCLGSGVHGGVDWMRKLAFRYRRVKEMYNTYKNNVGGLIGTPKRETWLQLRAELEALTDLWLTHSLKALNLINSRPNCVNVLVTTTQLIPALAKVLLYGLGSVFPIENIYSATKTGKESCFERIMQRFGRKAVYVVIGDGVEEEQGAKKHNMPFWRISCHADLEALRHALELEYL
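Eya2 protein (added as 0.2 uM solution) was preincubated with compound for 10 min at ambient temperature in 50 mM HEPES pH 7.5, 50 mM NaCl, 5 uM MgCl2, 0.05% BSA, 1 mM DTT. OMFP (added at 50 uM) then reacted 10 min; fluorescence read at 485/525 nm.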
* marks the source's active call; other numbers are inactive results; ? = inconclusive; . = not tested or not shown; [ ] = another dose, or the depositor's remark. Unless noted, the call rests on the fitted dose curve; in most records, active means well fitted curve in the direction sought with a large enough effect; inconclusive means small, poorly fitted or top-dose-only effect, or another doubt; inactive means no such curve, though single readings can be large; an effect the other way counts as inactive or inconclusive.

SMILES	MBNL1 CUG block	GALK inhibitor	PKM2 activator	hERG WT inh	ASM inhibitor	BCR signal inh	Mito fusion yeast	TSHR antag	Menin-MLL TR inh	USP2a inh	Eya2 phos inh
O=C(Cc1cccs1)N1CCN(c2ccccn2)CC1	-1.4%	0.2%	-1.1%	-7.6	6.1%	0.6%	-3.9%	5.8	2.4%	-0.6%	10.4%
O=C(Cn1nnc2ccccc21)c1ccc([N+](=O)[O-])cc1	?	0.5%	9.5%	13.2	-1.0%	2.4%	-8.4%	-2.2	.	-0.2%	-0.1%
O=C(CN1C(=O)COc2ccc(Cl)cc21)Nc1nccs1	.	.	.	1.0	0.6%	?	-2.1%	15.1	.	0.3%	-8.7%
COCCCNC(=O)CCNS(=O)(=O)c1ccc(C)cc1	-3.9%	0.2%	-27.9%	-8.8	5.3%	1.4%	2.9%	5.3	-3.6%	-0.2%	-4.0%
COc1cc(/C=C/C(=O)OCC(=O)Nc2cc(S(=O)(=O)N3CCCC3)ccc2Cl)cc(OC)c1OC	.	.	.	-0.5	-1.9%	-5.4%	.	4.8	.	1.7%	-8.6%
c1ccc(SCCCCNC2CCCC2)cc1	1.8%	.	-2.3%	-8.6	-1.7%	1.3%	-8.8%	35.0	-0.3%	1.5%	-0.2%
COc1ccc(-c2nnc3n2C(C)(C)Cc2cc(OC)c(OC)cc2-3)cc1	-17.8%	0.2%	-3.4%	.	.	-15.2%	-0.9%	-0.8	-15.6%	0.1%	-7.6%
COc1ccc(CN(C)Cc2cc(=O)oc3cc(C)c(C(C)C)cc23)cc1OC	-1.2%	4.1%	3.7%	-1.1	-2.5%	-16.3%	8.5%	3.5	-8.4%	0.4%	-1.9%
Cc1ccc(NC(C)C(=O)N/N=C/c2ccc([N+](=O)[O-])s2)cc1 (stereo not drawn)	?	-0.8%	-2.2%	-5.2	-4.9%	0.3%	-10.9%	-6.4	?	3.5%	9.2%
CC(C)COc1ccc(C(=O)OCCN2CCOCC2)c(O)c1	-4.8%	-0.5%	0.2%	0.6	4.2%	0.8%	0.5%	-4.8	-9.7%	0.1%	-3.4%
COc1ccc(S(=O)(=O)N2CCCCCC2)cc1C(=O)OCC(=O)NC(N)=O	-1.6%	4.5%	-4.7%	-11.9	1.8%	-1.6%	0.4%	9.6	1.5%	1.9%	11.3%
CC(C)C[C@@H](C)C(=O)N(Cc1ccccc1)c1ccccc1	.	.	.	-2.6	2.4%	?	15.5%	-9.3	.	3.5%	-18.0%
O=C(OCC(=O)N1CCCCCC1)c1ccc(Br)c(S(=O)(=O)N2CCOCC2)c1	.	.	.	-17.1	-0.9%	-6.3%	.	1.0	.	2.8%	-0.7%
COc1ccccc1N(CC(=O)NC1CCCCC1)C(=O)Cn1nnc(-c2ccc(C)o2)n1	-5.4%	-1.4%	-1.5%	9.1	8.0%	-0.3%	-6.4%	-0.6	-11.1%	1.4%	-0.6%
Cc1cc(C)nc(SC(C)C(=O)N/N=C/c2cccs2)n1 (stereo not drawn)	7.9%	0.5%	-8.8%	-9.2	-0.5%	-3.6%	-0.7%	-9.3	-14.7%	2.2%	19.9%
NS(=O)(=O)c1cccc(NC(=O)c2cccc3c(Br)cccc23)c1	7.8%	1.8%	3.5%	-4.9	-3.5%	-4.3%	1.4%	0.1	?	-0.2%	-10.5%
CCCN(CCC)C(=O)Cn1c(=O)n(CCCCC(=O)NCc2ccco2)c(=O)c2ccccc21	6.7%	1.9%	-13.9%	-10.4	0.2%	10.6%	-1.8%	16.4	-0.6%	-8.6%	-29.1%
Cc1ccnn2c(-c3ccccc3)c3c(=O)n(C)c(=O)n(C)c3c12	16.4%	0.4%	-0.9%	.	.	1.2%	5.4%	-3.8	9.1%	-1.4%	-2.6%
COc1nc(N)nc(N)c1NS(=O)(=O)c1ccc(C)cc1	-8.2%	1.1%	-26.6%	-0.4	3.1%	-0.7%	1.3%	-18.2	.	0.2%	-5.7%
Cc1ccccc1NC(=O)c1sc2nc3c(c(-c4ccco4)c2c1N)CCC3	17.0%	2.2%	1.3%	-5.6	-16.4%	?	11.1%	3.3	5.3%	8.3%	-5.7%
CCOc1ccccc1CNC(=O)C(C)n1nc(C)c2c(C)n(-c3ccccc3)nc2c1=O (stereo not drawn)	0.7%	-3.4%	.	9.6	3.5%	0.2%	2.0%	-0.4	.	3.2%	-16.2%
S=C(Nc1ccc2cn[nH]c2c1)Nc1ccccc1Cl	?	1.7%	-0.1%	-8.7	.	?	-10.1%	4.8	?	-5.4%	-2.5%
COc1ccc(-c2ccc3c(c2)c(C#Cc2ccsc2)c(-c2cc(OC)cc(OC)c2)n3C)cc1	.	.	.	-3.3	199.0%[activator]	2.9%	.	-6.4	.	6.0%	-21.2%
Cc1noc(C)c1C(=O)OC(C(=O)NC1CCCC1)c1ccc(F)cc1 (stereo not drawn)	-7.2%	3.4%	-7.2%	-14.7	1.5%	5.3%	10.3%	4.5	3.5%	-0.7%	-13.5%
CCCCNC(=O)Nc1ccccn1	-2.1%	-0.2%	6.0%	-1.5	0.8%	-27.7%	0.7%	10.9	3.0%	7.8%	-27.0%
CC(C)c1ccc(NC(=O)c2cc([N+](=O)[O-])ccc2N2CCOCC2)cc1	?	-1.9%	0.7%	0.7	-8.6%	-1.1%	-7.3%	-14.4	.	0.0%	-9.4%
Cn1nc(C(C)(C)C)c(NC(=O)c2cccs2)c1C(C)(C)C	.	-1.8%	-8.1%	-8.8	0.3%	-4.9%	-2.4%	-6.3	.	5.7%	2.6%
CC1CCN(S(=O)(=O)c2ccc(NC(=O)Cc3cccs3)cc2)CC1	4.0%	-2.7%	-0.2%	-4.4	-1.2%	15.1%	11.7%	-8.4	?	2.5%	3.6%
O=S(=O)(c1ccc(N2CCN(Cc3ccc4c(c3)OCO4)CC2)nc1)N1CCOCC1	-6.8%	0.1%	6.8%	.	.	-1.5%	6.4%	19.3	-9.8%	-1.9%	-1.3%
O=C(O)c1cccc(Cn2c(Cl)c(/C=N/NC(=O)c3ccc(O)cc3)sc2=O)c1	?	.	-0.1%	7.4	-4.7%	?	-3.0%	23.9	.	-0.1%	8.3%
COc1ccc(NC(=S)N2N=CCC2c2ccccc2)cc1 (stereo not drawn)	2.9%	-5.2%	-5.2%	13.7	-2.8%	-7.5%	4.3%	-5.6	0.8%	-0.4%	-4.7%
Cc1nnc(SC(C)C(=O)Nc2ccc3ccccc3c2)n1C (stereo not drawn)	.	.	.	3.3	-1.0%	-3.8%	2.0%	5.6	.	-0.2%	-9.7%
Cc1c(Cl)cccc1NC(=S)N(Cc1ccco1)C(C)c1ccccn1 (stereo not drawn)	-3.4%	-0.6%	-2.3%	-3.1	-1.5%	-8.5%	6.0%	-0.3	0.2%	-0.6%	-11.9%
COc1ccc(-c2csc(/C=C/c3ccc4c(c3)OCO4)n2)cc1OC	0.9%	0.1%	-9.4%	-2.8	185.6%[activator]	0.5%	-0.7%	-7.6	4.2%	-6.4%	2.4%
CCOc1cc(C(=S)N2CCCC2)ccc1OCc1ccccc1	-2.7%	-5.2%	0.0%[11.5 µM]	-3.0	-1.2%	?	-14.7%	12.5	15.9%	0.4%	-16.9%
COc1ccc(C(CNC(=O)c2cccc(NS(=O)(=O)c3ccc(C)c(F)c3)c2)N2CCOCC2)cc1 (stereo not drawn)	.	.	.	-0.2	-0.8%	6.2%	1.0%	-2.4	.	0.1%	-6.6%
Nc1ccc(S(=O)(=O)NC2(C(F)(F)F)NC(=O)N(c3ccc(F)cc3)C2=O)cc1 (stereo not drawn)	-1.1%	-1.1%	.	0.0	1.2%	0.0%	-2.9%	3.6	.	2.4%	-0.2%
O=C(NCCc1c[nH]c2ccccc12)c1ccc2[nH]c(=O)c(=O)[nH]c2c1	3.3%	0.0%	.	-0.7	-2.4%	-6.1%	7.4%	13.7	13.9%	-3.0%	-10.9%
CC(C)c1c(C(=O)N/N=C/c2c[nH]c3ccccc23)nnn1-c1nonc1N	9.6%	1.3%	.	-3.1	3.7%	-4.6%	-0.2%	4.0	.	0.8%	-2.5%
Cn1c(=O)[nH]c(=O)c2c1ncn2CCCc1ccccc1	-8.6%	7.1%	7.1%	-10.8	3.1%	7.4%	6.6%	5.6	-2.6%	2.9%	-1.8%

The list is partial; count on the stated rates, not on these rows.
